PLC-beta3 inh – human PLC-beta3 inhibitors, primary screen, biochemical, fluorescence; inhibition, % at 12.2 µM; Purified PLC-beta3, fluorogenic substrate; 0.18% of 370,000 active; AID 720704, 2013; 1-phosphatidylinositol 4,5-bisphosphate phosphodiesterase beta-3 (Homo sapiens), Q01970; in the data active = inhibition above about 11%;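 also: 0% = median of compound wells on plate and 100% = full blocker control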
UHRF1 MBD2 ctr – UHRF1 methylated DNA binding inhibitors, primary screen, counter-screen for MBD2 inhibitor project, biochemical, TR-FRET, human UHRF1, single concentration; E3 ubiquitin-protein ligase UHRF1 (Homo sapiens), Q96T88; UHRF1 binding to methylated oligo; inhibition, % at 4.4 µM; 0.75% of 370,000 active; AID 687016, 2013; in the data active = inhibition above about 21%;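 also: UHRF1 SRA domain binding a hemimethylated CpG hairpin DNA probe; 0% = median of test compound wells and 100% = reference inhibitor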
ASAP1 GAP inh – inhibitors of human ASAP1 ArfGAP activity, primary screen, biochemical, fluorescence polarization | ASAP1-stimulated ARF1 GTP hydrolysis, GDP FP detection | inhibition, % at 16.5 µM | Arf-GAP with SH3 domain, ANK repeat and PH domain-containing protein 1 (Homo sapiens), … | 0.19% of 360,000 active | AID 624377, 2012; in the data active = inhibition above about 25%;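 also: 0% = vehicle with enzyme and substrate and 100% = no enzyme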
DDE Tn7 FP inh – inhibitors of Tn7 peptide binding to fibrin DD(E), primary screen, biochemical, fluorescence polarization, human fibrin, Tn7 probe | Fibrinogen beta chain (Homo sapiens), P02675 | FP displacement of FITC-Tn7 peptide from fibrin DD(E); 0% = median of compound wells per plate | 0.13% of 370,000 active | inhibition, % at 8.3 µM;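 active = inhibition above the mean of compounds falling within the control limits plus 3 SD of them, cut at about 14% in these data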;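 also: 0% = plate median of compound wells and 100% = 10 µM Aha-Tn7 peptide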
Target sequence (P02675 whole entry, looked up): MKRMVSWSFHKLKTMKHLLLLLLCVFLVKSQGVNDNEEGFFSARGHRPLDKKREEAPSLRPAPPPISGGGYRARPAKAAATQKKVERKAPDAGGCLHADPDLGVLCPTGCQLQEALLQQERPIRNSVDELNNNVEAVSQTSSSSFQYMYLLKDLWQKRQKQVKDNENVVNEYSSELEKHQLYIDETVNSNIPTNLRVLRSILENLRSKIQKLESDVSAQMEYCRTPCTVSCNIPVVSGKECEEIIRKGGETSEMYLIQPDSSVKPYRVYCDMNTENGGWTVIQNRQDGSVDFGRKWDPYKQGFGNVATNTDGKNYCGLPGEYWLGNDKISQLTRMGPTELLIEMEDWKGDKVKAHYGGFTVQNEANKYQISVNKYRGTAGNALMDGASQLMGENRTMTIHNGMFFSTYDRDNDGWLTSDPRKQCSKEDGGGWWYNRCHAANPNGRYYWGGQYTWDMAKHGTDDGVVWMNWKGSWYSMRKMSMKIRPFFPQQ
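assay system = human clot-derived fibrin DD(E) complex | quantity = Fibrin-DD(E) at 2 µM final | timing = 10 min preincubation, 3 h with tracer, room temperature | signal = fluorescence polarization | measure = percent inhibition | benchmarks = high control wells with 10 µM unlabelled Aha-Tn7 peptide (full inhibition) | replicates = singlicate testing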
proKLK7 act – proKLK7 zymogen activators, primary screen, biochemical, fluorescence intensity; Kallikrein-7 (Homo sapiens), P49862; purified proKLK7, EDANS-DABCYL substrate fluorescence; 100% is mature enzyme control, 0% vehicle; activation, % at 7 µM; 0.9% of 370,000 active; AID 652039, 2013;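 active = activation above the mean of all tested compounds plus 3 SD, computed per campaign excluding outliers beyond control limits, cut at about 13% in these data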
ARFGAP1 inhibitor – inhibitors of rat ARFGAP1 GAP activity, primary screen, biochemical, fluorescence polarization, GDP tracer | Arfgap1-stimulated ARF1 GTP hydrolysis, GDP FP detection | AID 651572, 2012 | 0.26% of 360,000 active | inhibition, % at 16.5 µM;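 active = inhibition above a per-plate limit, mean inhibition of low control wells plus 3 SD, cut at about 25% in these data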;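 also: 0% = DMSO wells with enzyme and 100% = wells lacking Arfgap1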
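Material: truncated rat Arfgap1 GAP domain; Incubation: compound-enzyme preincubation 20 min, reaction 120 min, detection 60 min, 25 °C; Read-out: percent inhibition of Arfgap1-stimulated GTP hydrolysis; Technique: FP, GDP Alexa 633 tracer displaced from anti-GDP antibody, 620/688 nm; Controls: No-Arfgap1 wells (100%) versus DMSO full-reaction wells (0%); Replication: single well per compound.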
NR1D1 modulator – modulators of Rev-erb alpha DNA binding, primary screen, biochemical, FITC-DNA, fluorescence polarization, uHTS; Nuclear receptor subfamily 1 group D member 1 (Homo sapiens), P20393; Rev-erbα–FITC-DNA binding, 90 min; activity, % at 10 µM; 0.79% of 370,000 active; AID 1259318, 2017;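 active = activity above about 14%, limit read from the data; passing the limit was not always enough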;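 also: 0% = DMSO wells with 35 nM protein and 100% = DMSO wells with 750 nM protein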
Target sequence (P20393 whole entry, looked up): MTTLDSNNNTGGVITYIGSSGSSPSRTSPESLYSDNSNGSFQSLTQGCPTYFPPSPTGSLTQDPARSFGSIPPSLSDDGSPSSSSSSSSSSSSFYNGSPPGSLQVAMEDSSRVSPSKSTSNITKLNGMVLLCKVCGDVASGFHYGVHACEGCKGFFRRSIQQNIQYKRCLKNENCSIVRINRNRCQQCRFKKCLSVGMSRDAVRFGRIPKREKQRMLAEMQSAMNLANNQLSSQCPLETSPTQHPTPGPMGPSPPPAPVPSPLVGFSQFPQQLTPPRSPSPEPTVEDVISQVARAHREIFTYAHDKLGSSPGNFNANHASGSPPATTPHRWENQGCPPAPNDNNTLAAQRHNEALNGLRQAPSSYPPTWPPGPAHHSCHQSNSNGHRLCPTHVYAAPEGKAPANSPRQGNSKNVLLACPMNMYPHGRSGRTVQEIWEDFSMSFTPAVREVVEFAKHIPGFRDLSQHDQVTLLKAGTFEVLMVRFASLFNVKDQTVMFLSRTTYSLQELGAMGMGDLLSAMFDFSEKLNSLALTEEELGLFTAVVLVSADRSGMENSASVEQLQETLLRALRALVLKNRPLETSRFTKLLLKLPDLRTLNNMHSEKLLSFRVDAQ
Tn6 DDE FP – inhibitors of Tn6 peptide binding to fibrin DD(E), primary screen, biochemical, fluorescence polarization, human fibrin, Tn6 probe; Fibrinogen beta chain (Homo sapiens), P02675; inhibition, % at 8.3 µM; 0.21% of 370,000 active; Fibrin DD(E) TRITC-Tn6 fluorescence polarization displacement;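 active = inhibition above a per-campaign cutoff: mean of compounds within control limits plus 3 SD, cut at about 15% in these data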;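 also: 0% = median of all compound wells on the plate and 100% = blocking peptide control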
PLCg1 inh – PLC-gamma1 enzyme inhibitors, primary screen, biochemical, fluorescence, purified enzyme. 1-phosphatidylinositol 4,5-bisphosphate phosphodiesterase gamma-1 (Homo sapiens), P19174. fluorogenic substrate. inhibition, % at 12.2 µM. 0.84% of 370,000 active; in the data active = inhibition above about 9.5%
HGIII-sPLA2 inh – human group III sPLA2 inhibitors, primary screen, biochemical, QFRET, BODIPY PC-A2 liposome substrate. Group 3 secretory phospholipase A2 (Homo sapiens), Q9NZ20. inhibition, % at 12.2 µM. AID 743126, 2013. QFRET BODIPY PC-A2 liposome hydrolysis, fluorescence. 0.56% of 370,000 active;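 active = inhibition above mean plus 3 SD of compounds lying within the high and low control bounds, cut at about 19% in these data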;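 also: 0% = median of test compound wells and 100% = no enzyme DMSO wells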
Numbers without * were called inactive; · = not tested or not shown.

SMILES	PLC-beta3 inh	UHRF1 MBD2 ctr	ASAP1 GAP inh	DDE Tn7 FP inh	proKLK7 act	ARFGAP1 inhibitor	NR1D1 modulator	Tn6 DDE FP	PLCg1 inh	HGIII-sPLA2 inh
Brc1ccccc1/C=N/N1CCCCC1	5	1	-13	-6	-0.2	-7	5	7	6	4
Clc1ccc2nc(CSc3ncn[nH]3)cn2c1	-7	1	-9	-1	0.1	0	-6	-8	-3	-3
CCC1CCCCN1CCCNC(=O)Cn1nc(C)n2nc(-c3ccccc3)cc2c1=O (centres undefined)	-8	-2	-2	1	0.2	-4	-7	-1	0	-2
CC(C)c1ccc(NC(=O)COC(=O)C2CC3C=CC2C3)cc1 (centres undefined)	0	0	2	4	-0.2	9	8	-3	-1	-5
CCc1cccc(OCC(=O)Nc2ccc(S(=O)(=O)N3CCCC3)cc2)c1	-8	3	4	-2	0.2	6	2	1	-2	-13
CCN(CC)CCNC(=O)Cn1nc(-c2ccc(C)cc2)ccc1=O	-8	-1	2	6	0.0	-9	-4	7	-2	7
CCOC(=O)N1CCN(C(=O)COc2ccc(Cl)cc2C)CC1	7	0	-3	-1	-0.2	5	-2	1	6	3
COc1cccc(NC(=O)COc2coc(CN3CCN(c4ccccc4)CC3)cc2=O)c1	0	-1	7	1	0.4	14	2	-2	-3	1
COc1cccc(C(=O)NCCS(=O)(=O)N2CCC(C)CC2)c1	-7	0	-1	2	0.0	-1	1	6	-2	0
COc1ccc(-c2cc3c(=O)n(CC(=O)NCc4ccccc4F)ncn3n2)cc1	0	-3	-2	-9	-0.8	12	-1	-2	-2	-2
CCN(CCc1ccccc1)c1ccc2c(c1)C1CC2CCN1C(=O)OCc1ccccc1 (centres undefined)	3	1	-2	-1	-0.3	2	-10	-1	0	-3
COc1ccc(-n2c(CNC(=O)COc3ccc(Cl)cc3Cl)n[nH]c2=S)cc1	-6	-1	2	0	0.4	2	-6	1	2	8
O=C(NCc1ccccc1)c1noc2c1CCCCC2	-2	-3	-7	-1	0.2	-1	5	8	1	3
CCOC(=O)Cn1c(N2CCCCCC2)nc2c1c(=O)[nH]c(=O)n2C	5	-1	11	-3	-0.4	3	-4	-2	5	5
COc1cc(C(=O)N2CCN(c3ncnc4sc(C)c(C)c34)CC2)cc(OC)c1OC	-3	3	5	2	-0.2	5	3	7	-2	5
O=C(NCCSc1ncc(-c2ccc(F)cc2)[nH]1)c1ccc2c(c1)OCO2	-1	3	-1	0	0.7	-9	-2	-2	0	0
COc1ccc(C=Nn2c(-c3ccc(F)cc3)n[nH]c2=S)cc1OCc1ccccc1	3	-2	·	2	0.2	·	-4	2	-1	3
Cc1ccc(CCNC(=O)CN2C(=O)COc3ccccc32)cc1	2	-1	-9	-6	0.4	1	7	4	4	3
CCc1nc(NC(C)(C)C)c2cnn(-c3ccccc3)c2n1	-8	1	-3	-4	-0.4	14	5	-4	-2	-5
Cc1cccc(C2=N/C(=C\c3cccnc3)C(=O)O2)c1	-1	2	6	4	0.5	10	3	-3	4	8

Quoted from the listing:
Cc1cccc(C2=N/C(=C\c3cccnc3)C(=O)O2)c1 in HGIII-sPLA2 inh reads 8
O=C(NCCSc1ncc(-c2ccc(F)cc2)[nH]1)c1ccc2c(c1)OCO2 in ARFGAP1 inhibitor reads -9

The list goes on.
SMILES	PLC-beta3 inh	UHRF1 MBD2 ctr	ASAP1 GAP inh	DDE Tn7 FP inh	proKLK7 act	ARFGAP1 inhibitor	NR1D1 modulator	Tn6 DDE FP	PLCg1 inh	HGIII-sPLA2 inh
CCCCn1c(SCC(=O)Nc2nccs2)nc2ccccc2c1=O	3	-2	3	1	1.2	6	3	-1	3	4
Cc1cc(C(=O)N2CCN(c3ncccn3)CC2)cs1	-4	4	4	8	0.2	-13	6	5	-1	7
Cc1ccc(NS(=O)(=O)c2c(C(=O)N3CCOCC3)c(C)n(C)c2C)cc1C	-8	0	4	5	0.1	-1	0	5	4	5
COc1ccc(N(CC(=O)Nc2cccc(SC)c2)S(C)(=O)=O)cc1Cl	0	5	17	-4	-0.1	-2	-1	-3	1	-46
CC(=O)Nc1ccc(OCCOc2ccccc2C(C)=O)cc1	-2	0	-1	3	-0.3	4	-13	-5	-1	-3
COc1ccc(S(=O)(=O)N/N=C(/C)c2cccc(NC(=O)c3ccccc3Cl)c2)cc1	1	-2	2	7	0.5	6	3	-2	-1	-4
O=C(OCc1ccccc1F)c1ccc2c(c1)OCCO2	-1	1	-6	-3	-0.3	5	3	2	1	-9
Cc1nc(SCC(=O)Nc2ccccc2Cl)c2c(C)c(C)sc2n1	-3	1	6	1	0.0	14	16	1	-1	3
CCc1nc2ccc(C(=O)NCCc3c[nH]c4ccccc34)cn2c1N(C=O)CCC(C)C	-3	3	6	-3	0.3	0	4	-4	-3	-76
CCOC(=O)N1CCN(Cc2nc(N)nc(Nc3ccc(OC)cc3)n2)CC1	4	0	-6	4	-0.2	2	-3	-3	3	5
CC(=O)C1=C(S(=O)(=O)c2ccc(C)cc2)CS(=O)(=O)C1	-3	3	2	1	-0.6	6	3	-1	-1	6
Cc1ccc(C2CC(=O)NC(SCc3ccccc3)=C2C#N)cc1 (centres undefined)	3	0	-3	-1	-0.1	-2	0	7	3	-6
O=C(CSc1nnc(CNc2ccc(F)cc2)n1Cc1ccco1)NC1CC1	-12	-1	-13	4	0.0	20	-2	-7	-10	5
Cc1ccc2c(c1)NC(=O)C(CC(=O)NCc1ccc(F)cc1)O2 (centres undefined)	-3	3	4	-7	-0.2	8	8	7	2	0
CCCN(CCC)S(=O)(=O)c1nc2nc(C)cc(C)n2n1	-5	2	-6	-2	-0.3	11	2	-4	1	6
Cc1cnc(C(=O)NCC(=O)Nc2ccccc2Br)cn1	-22	-4	-9	-2	1.2	-15	-6	6	-10	3
Cc1onc(-c2ccccc2)c1C(=O)N1CCCC(C(F)(F)F)C1 (centres undefined)	-2	-3	-6	-2	-0.3	-1	1	0	1	3
O=C(COC(=O)/C=C/c1ccc(Cl)cc1)Nc1ccccc1-c1ccccc1	3	0	0	-2	1.0	-6	-4	2	1	2
CCN(C(=O)CN1CCC(C(=O)OC)CC1)c1c(N)n(Cc2ccccc2)c(=O)[nH]c1=O	-5	-1	-7	2	1.0	10	-5	-2	0	-2
CCCCNC(=O)OCC(CC)NC(=O)OC(C)C (centres undefined)	-1	0	-6	4	0.2	4	-2	1	-34	2
Cc1sc2ncnc(N3CCC(C(=O)NNC(=O)c4ccc(Cl)cc4)CC3)c2c1C	-2	-4	7	-7	-0.3	2	4	2	0	-19
O=C1CCN(CCCc2ccccc2)CCN1[C@H](CO)c1ccccc1	2	-3	-9	0	0.5	-4	-2	0	1	-10
Cc1ccc(N(C(=O)c2cnccn2)C(C(=O)NC2CCCCC2)c2ccc(O)cc2)cc1 (centres undefined)	2	-2	0	-2	0.6	2	-5	0	3	-3
O=C(CSc1nnc2ccccn12)Nc1ccccc1C(=O)O	-5	5	-9	4	0.7	-6	0	5	-7	8
Cc1noc(C)c1C(=O)Nc1cccc(S(=O)(=O)N2CCOCC2)c1	-3	-2	5	1	0.2	16	-7	5	0	12
O=C(NNc1nc(-c2ccccc2)cs1)c1cccs1	-13	0	0	-6	0.1	-1	2	-15	0	33*
CCn1cc([N+](=O)[O-])c(C(=O)Nc2ccc3c(c2)OCCO3)n1	3	-2	-4	1	0.1	10	2	-11	2	-2
CC(C)(C)c1ccc(/C=C2\SC(=O)N=C2N)cc1	-7	0	3	0	-0.6	-5	0	-4	0	-3
COCCNC(=S)NCc1cccs1	-3	1	-2	-6	0.0	12	3	-2	3	6
COc1ccc(NC2CCCN(C(=O)c3ccncc3)C2)cc1 (centres undefined)	-5	-3	6	-1	0.2	0	-4	8	-2	0
Cc1ccccc1NC(=O)CSc1nnc(-c2ccccn2)o1	-4	0	6	6	0.5	-3	-4	-4	3	3
CC(=O)C[C@@H]1OC[C@H](C)N1S(=O)(=O)c1ccc(C)cc1	2	9	3	1	-0.3	-4	0	2	0	3
NC(=S)N/N=C/c1c[nH]c2ccccc12	-12	1	6	-2	0.3	2	4	3	1	17
CCOc1ccc(N2C(=O)c3ccccc3C2O)cc1 (centres undefined)	3	3	0	1	0.0	-5	-1	2	3	0
CN1C(=O)N(C)C2(c3ccccc3)Nn3c(s/c(=C/c4ccccc4)c3=O)=NC12c1ccccc1 (centres undefined)	6	9	-6	-3	-0.2	13	2	-10	4	15
COc1ccc2c(c1)oc1c(SCc3nc4ccccc4[nH]3)nc(C)nc12	-22	-8	5	-9	-8.9	5	-4	-5	-21	-11
CC1CC(C)CN(C(=O)c2cccc(S(=O)(=O)Nc3cc(C(F)(F)F)ccc3Cl)c2)C1 (centres undefined)	0	-3	-4	7	0.3	-14	-1	-1	0	-58
COc1ccc2oc(=O)c(NC(=O)C3CCCCC3)cc2c1	-13	0	1	6	1.4	-5	-2	-4	-9	1
CCN(CC(=O)Nc1cc(Cl)ccc1C)C(=O)CCc1nc2ccccc2c(=O)[nH]1	-4	1	-3	-5	0.3	3	-3	1	3	6
CCc1cc2ccc(C)cc2nc1SCC(=O)Nc1cc(C)on1	-6	-3	7	4	-0.1	1	17*	1	0	4
Cc1ccccc1NS(=O)(=O)c1ccc(N2CCCC2=O)cc1	4	1	-4	-4	-0.1	10	7	-1	4	-1
O=C(CCNC(=O)C1CCN(S(=O)(=O)c2ccc(F)cc2)CC1)NCCc1ccc(Cl)cc1	2	-1	6	1	0.6	8	-2	2	2	3

HGIII-sPLA2 inh, entries above that show a hit
mol	PLC-beta3 inh	ASAP1 GAP inh	DDE Tn7 FP inh	proKLK7 act	ARFGAP1 inhibitor	NR1D1 modulator	Tn6 DDE FP	PLCg1 inh	HGIII-sPLA2 inh
O=C(NNc1nc(-c2ccccc2)cs1)c1cccs1	-13	0	-6	0.1	-1	2	-15	0	33*

From PubChem BioAssay
